Assay outcomes as filed in PubChem BioAssay.
telomere uncapping: survival after telomere uncapping, modulators, primary screen, cell-based (AID 1259312); HCT116 + Ad-hTR-mut, survival, MTT, 5 d; hits give high values; fold change at 10 µM; 4,500 tested, 4.5% active;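 active = cell survival measured by absorbance rises more than 2.5-fold over infected cells without compound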;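 note: virus expresses mutant telomerase RNA that uncaps telomeres and kills cells; compound added 2 days after infection so exposure lasts 3 days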
* = called active by the depositor; i = inactive. This is a subset; count on the stated rates, not on these rows.

mol	telomere uncapping
Oc1c(Br)cc(Br)cc1C=Nc1ccc(Cl)cn1	i
Cc1cc(/C=C2/SC(=S)NC2=O)c(C)n1-c1ccc(F)cc1	-1.66
O=C(CSc1nc2ccc(N3C(=O)c4ccccc4C3=O)cc2s1)N1CCc2ccccc21	-3.14
COc1cc(-c2nc3sc(-c4cc(OC)c(OC)c(OC)c4)nc3s2)cc(OC)c1OC	-2.02
ClC(Cl)C(=Nc1ccccc1)N1CCCCC1	-2.6
FC(F)(F)c1ccccc1CN1CCN(CC2CC3C=CC2C3)CC1 (configuration not stated)	-1.42
CC(C)=C(CC(=O)O)C(=O)O	-1.2
Cc1[nH]nc2c1C1(CCCCC1)C(C#N)=C(N)O2	-1.09
Oc1ccc(N=Nc2nccs2)c(O)c1	i
CCN(CC)CCCNS(=O)(=O)c1ccc(Cl)cc1	-1.47
COCC(C)NS(=O)(=O)c1cc(Cl)ccc1Cl (configuration not stated)	-1.4
N#CC1=C(N)Oc2n[nH]c(-c3ccccc3)c2C1c1ccoc1 (configuration not stated)	2.49
C#CCN1C(=O)S/C(=C\c2ccc(C(=O)OC)cc2)C1=O	1.01
C[C@@H]1CC2C3CCC4=CC(=O)C=C[C@]4(C)[C@@]3(F)[C@@H](O)C[C@]2(C)[C@@]1(O)C(=O)COC(=O)c1cccc(S(=O)(=O)O)c1 (some centres not stated)	1.03
N#Cc1c(/N=C/c2ccc([N+](=O)[O-])o2)sc2c1CCCC2	-2
COc1ccc(Oc2ccccc2)c(N)c1	1.07
C=CCN(CC=C)C(=O)C(CC)CCCC (configuration not stated)	-1.55
O=C(Nc1cc(Cl)c(Cl)cc1Cl)C1CC(=O)N(c2ccc(F)cc2)C1 (configuration not stated)	-1.8
CC(=O)Nc1nonc1NC(=O)C(F)(F)F	-1.07
CN(C)S(=O)(=O)N(C)c1ccccc1	-1.95
CC1Oc2ccccc2C=C1/C=C(\C#N)C(=O)NC1CCS(=O)(=O)C1 (configuration not stated)	-1.12
CC(=O)Oc1cc(OC(C)=O)c2c(=O)cc(-c3ccc(OC(C)=O)c(OC(C)=O)c3)oc2c1	-1.67
COc1c(C)c(C)c(OC)c(S(=O)(=O)N2CCCCC2)c1C	-1.52
N#CC1(C#N)C(c2ccc(O)cc2)C(C(=O)c2ccccc2)N2c3ccccc3C=CC21 (configuration not stated)	1.02
O=C1ON=C(c2cccc3ccccc23)/C1=C/c1ccc(Cl)cc1Cl	-1.37
CCOC(=O)c1sc(N)c(C#N)c1C	-1.76
N#Cc1ccc(Cn2cnc([N+](=O)[O-])c2)cc1	-1.4
CN(c1ccccc1)c1nc(N)nc(CSc2nnc(-c3ccc(F)cc3)n2C)n1	1.9
O=C1ON=C(c2cccc(I)c2)/C1=C/C=C/c1ccccc1	-1.03
CC1CN(C(=O)C(C)C)CC(C)O1 (configuration not stated)	1.22
O=C1NCCN1C(=O)Nc1ccc(Cl)c(Cl)c1	-4.55
COc1ccc(OCCSc2nc3ncnc(N)c3[nH]2)cc1	-1.06
Nc1cc(N)nc(SCCOc2ccc(Cl)cc2)n1	-1.18
Cc1nc(=S)c2ccccc2[nH]1	-1.29
CCOC(=O)c1sc(N2N=C(C)/C(=C\c3ccc(C)o3)C2=O)nc1C	-1.12
O=[N+]([O-])c1cn(CC(O)COc2ccccc2)c(Cl)n1 (configuration not stated)	-1.08

Some of the entries so far, with each value named.
> O=C1NCCN1C(=O)Nc1ccc(Cl)c(Cl)c1
  telomere uncapping: -4.55
> COc1ccc(OCCSc2nc3ncnc(N)c3[nH]2)cc1
  telomere uncapping: -1.06
> Nc1cc(N)nc(SCCOc2ccc(Cl)cc2)n1
  telomere uncapping: -1.18
> Cc1nc(=S)c2ccccc2[nH]1
  telomere uncapping: -1.29

The results go on:
mol	telomere uncapping
CCOC(=O)c1cn2nc(OS(C)(=O)=O)cc2nc1C	1.46
O=C1C=C/C(=C(/c2ccc(O)c(O)c2)c2ccccc2S(=O)(=O)O)C=C1O	i
CCSc1cc(CC)sc1C(=O)O	-1.19
O=C(NCC1CCCO1)Nc1ccc(Cl)cc1 (configuration not stated)	-1.92
Cc1cc(C)nc(NN)n1	-1.21
O=C(OCCOCCN=C1NS(=O)(=O)c2ccccc21)C1CC(=O)N(c2ccccc2)C1 (configuration not stated)	i
CC(=O)n1c(=O)oc2ccccc21	-1.42
C=CCOC(=O)c1ccc(-c2ccc(/C=C3\NC(=S)NC3=O)o2)cc1	-1.89
CN(C)C(=O)CSc1nnc(N)s1	3.85*
C=CCNc1sc(N)c(C#N)c1C(=O)c1ccc(Br)s1	-1.23
CCOC(=O)N1CCN(C(=O)N2CCOCC2)CC1	1.17
O=C(O)c1cc(=O)cc(C(=O)O)o1	-1.1
NC(=O)CSc1cccc2cccnc12	-2.76
Cn1nccc1C(=O)O	3.48*
O=C1NC(c2ccc3c(c2)OCO3)Nc2sc3c(c21)CCCC3 (configuration not stated)	1.17
CC(=O)OCC1OC(n2ccc(=O)[nH]c2=O)C(OC(C)=O)C1OC(C)=O (configuration not stated)	-1.3
S=c1oc(-c2ccco2)nn1CN1CCOCC1	-1.24
O=S(=O)(Oc1ccc(N=Cc2cccs2)cc1)c1ccc(Cl)cc1	2.24
Cc1ccc2nc(-c3cc(Br)c(N)c(Br)c3)sc2c1	1.85
N#CCCNNC1=NS(=O)(=O)c2ccccc21	1.07
COc1ccc2nc(C#N)sc2c1	1.03
COc1ccc(OC)c(S(=O)(=O)c2cc(OC)ccc2OC)c1	-1.07
O=[N+]([O-])c1cc(Br)c(O)c(C=Nc2ccc(Cl)cn2)c1	i
COC(c1cccs1)c1c(C)[nH]c2ccccc12 (configuration not stated)	-1.01
CCCCOC1CC[C@@]2(C)C(=CC[C@H]3[C@@H]4CC[C@H]([C@H](C)CCCC(C)C)[C@@]4(C)CC[C@@H]32)C1 (some centres not stated)	-1.1
S=C(c1ccco1)N1CCOCC1	1.24
C[C@H](CCC(=O)O)[C@H]1CC[C@H]2[C@@H]3[C@H](O)C[C@@H]4C[C@H](O)CC[C@]4(C)[C@H]3C[C@H](O)[C@]12C	-1.01
C=C[C@@](C)(O)CC[C@@H]1[C@@]2(C)CCCC(C)(C)[C@@H]2CC[C@@]1(C)O	-1.56
N#CC1=C(N)C(C#N)(C#N)C(c2ccco2)C2=C1CCCC2 (configuration not stated)	1.86
O=c1oc(-c2cc3c(s2)CCCC3)ns1	-1.63
Cc1ccc(C(=O)CSC#N)o1	-2.23
O=C(OC[C@@H]1O[C@@](O)(COC(=O)c2cccnc2)[C@H](OC(=O)c2cccnc2)[C@H]1OC(=O)c1cccnc1)c1cccnc1	-1.35
CCOC(=O)C1=C(C)OC(N)=C(C#N)C1c1c(C)c([N+](=O)[O-])c(C)c([N+](=O)[O-])c1C (configuration not stated)	-1.03
O=S1(=O)CC(O)C(NCc2ccco2)C1 (configuration not stated)	-1.33
Oc1[nH]c(=S)sc1/C=C/C=C/C=Nc1ccccc1	i
O=C1ON=C(c2ccc(Br)cc2)/C1=C/c1ccc(Cl)cc1Cl	-2.32
CC(C)CCC[C@@H](C)[C@H]1CC[C@H]2[C@@H]3CCC4CC(O)CC[C@]4(C)[C@H]3CC[C@]12C (some centres not stated)	-1.27
c1ccc2cc3[nH]c(CN4CCOCC4)nc3cc2c1	1.25
CCOC(=O)C1=C(C)NC(=O)NC1c1cc(C)sc1C (configuration not stated)	-1.98
Cc1cc(C)c(S(=O)(=O)NCCCN(C)C)c(C)c1	1.06
NC(Cc1cc(F)ccc1F)C(=O)O (configuration not stated)	-3.72
Nc1c(C(=O)C(F)(F)F)sc2nc(-c3cccs3)cc(-c3ccc(Cl)s3)c12	1.1
CCC(=C(CC)c1ccc(O)cc1)c1ccc(O)cc1	-1.49
Nc1nnc(SCc2ccc(Cl)cc2Cl)s1	1.92
O=C(Nc1ccc(S(=O)(=O)N2CCCC2)cc1)C1CC(=O)N(c2ccc(F)cc2)C1 (configuration not stated)	-1.7
O=C(c1ccco1)N1CCN(c2ccc([N+](=O)[O-])c(NC3CC3)c2)CC1	-1.38
Cn1cnnc1SCC(=O)Nc1cc(F)ccc1F	-1.12
Clc1ccc(N=Cc2ccccc2Cl)nc1	1.71

The closing 6 compounds of the part above come first, to join the parts.
mol	telomere uncapping
CCC(=C(CC)c1ccc(O)cc1)c1ccc(O)cc1	-1.49
Nc1nnc(SCc2ccc(Cl)cc2Cl)s1	1.92
O=C(Nc1ccc(S(=O)(=O)N2CCCC2)cc1)C1CC(=O)N(c2ccc(F)cc2)C1 (configuration not stated)	-1.7
O=C(c1ccco1)N1CCN(c2ccc([N+](=O)[O-])c(NC3CC3)c2)CC1	-1.38
Cn1cnnc1SCC(=O)Nc1cc(F)ccc1F	-1.12
Clc1ccc(N=Cc2ccccc2Cl)nc1	1.71
O=S(=O)(Nc1cc(Cl)cc(Cl)c1)c1ccc(Cl)cc1	4.93*
CCN(CC)CC(C)N1C(=O)c2ccccc2C1=O (configuration not stated)	-1.7
Clc1ccc(-c2nc3sc(-c4ccc(Cl)cc4)nc3s2)cc1	-2.12
O=C(Nc1ccc(Cl)cc1Cl)C1CC2C3CCC1C2C3 (configuration not stated)	1.25
Cc1nn(CC(=O)O)c(C)c1[N+](=O)[O-]	1.16
COC(=O)c1c(NC(=O)C(F)(F)F)sc2c1C(C(=O)OC)CC2 (configuration not stated)	1.21
O=C(O)C(O)Cc1c[nH]c2ccccc12 (configuration not stated)	-1.13
CC1CCC(=O)C(C2(O)C(=O)N(C)c3ccccc32)C1 (configuration not stated)	-1.42
N=C1S/C(=C/c2ccccc2)C(=O)N1c1nonc1N	-1.1
CCSc1sc(CC)cc1C(=O)O	-1.55
CN1CC2c3ccccc3OC(c3ccc4c(c3)OCO4)C2([N+](=O)[O-])O1 (configuration not stated)	1.01
O=[N+]([O-])c1ccc(N2CCN(S(=O)(=O)c3ccc4ccccc4c3)CC2)cc1NC1CC1	-2.44
O=[N+]([O-])c1cc(Br)cc(C=Nc2ccc(Br)cc2)c1O	i
O=S(=O)(c1ccc(Cl)s1)N1CCN(c2nc(-c3ccccc3)cs2)CC1	1.24
Cc1ccc(/C=C(/C#N)C(N)=O)s1	-2.88
O=[N+]([O-])c1ccc(NCCNCCO)c(Cl)c1	1.94
N#CCNS(=O)(=O)c1ccccc1	-1.01
CCCCCC1(C)NC(=S)N(c2ccc(Cl)cc2)N1 (configuration not stated)	-1.53
Cc1cc(C)nc(Sc2c([N+](=O)[O-])cc(C(=O)O)cc2[N+](=O)[O-])n1	1.05
Cc1cc(C)c(CCl)c(C)c1/C=N/O	1.02
CC1CC(C)CN(C(=O)c2ccco2)C1 (configuration not stated)	-1.17
COC(=O)NNC(=O)CCCOc1ccc(Cl)cc1Cl	1.34
Nc1nnc(SCC(=O)N2CCCC2)s1	1.32
CCOC(=O)C1=C(C)OC(N)=C(C#N)C1c1cc(Br)c(CC)s1 (configuration not stated)	1.01
Clc1ccc(CNc2ncn[nH]2)cc1	-1.37
Cc1nc2c(o1)CCc1ccccc1C2O (configuration not stated)	1.64
Cc1cc2c(c(=O)o1)C(c1ccncc1)C(C#N)=C(N)O2 (configuration not stated)	3.96*
O=C(CCCN1C(=O)/C(=C/c2cccs2)SC1=S)NC12CC3CC(CC(C3)C1)C2	-1.03
CC1Cn2c(nc3ccccc3c2=O)S1 (configuration not stated)	-1.29
C#Cc1cccc(N2C(=O)c3ccc(-c4nc5ccccc5c(=O)o4)cc3C2=O)c1	1.81
COC(=O)/C(C#N)=C/c1nccn1C	-1.07
O=C(O)c1n[nH]nc1C(=O)O	-1.99
c1ccc2c(SCc3ccc4nsnc4c3)ncnc2c1	-1.41
CCN(C(=O)c1cccs1)C1CCCCC1	-1.05
O=C1c2ccccc2C(=O)N1CCN1CCOCC1	-1.59
O=c1cc(O)c2sc3nc(-c4ccncc4)ccc3c2[nH]1	1.72
COC1OC2COC(c3ccccc3)OC2C(O)C1O (configuration not stated)	3.25*
CCOC(=O)C1=C(C(=O)OCC)SC(=C2C(=S)C(C)(C)N(C)c3ccccc32)S1	1.13
CCN(CC)C(=O)c1c(NC(=O)c2ccco2)sc2c1CCCC2	1.64
CCc1sc(/C=C(/C#N)C(N)=S)cc1[N+](=O)[O-]	-1.28
CN(C)S(=O)(=O)Nc1cccc([N+](=O)[O-])c1	1.12
O=S(=O)(Nc1ccc2c(c1)OCCO2)c1ccc2ccccc2c1	-2.13
CCCc1sc(-n2c(C)ccc2C)c(C#N)c1C	1.27
CN(C)c1ccc(NC(=O)CSc2nc(N)c(C(=O)Nc3ccc(N(C)C)cc3)s2)cc1	-1.04
Nc1nonc1NC(=O)CSc1cccc2ccccc12	-2.21
CC(=O)c1sc(N)nc1C	1
N#CCN(CC#N)S(=O)(=O)c1ccc(Br)cc1	1.14
COc1nonc1OCCNc1ccc([N+](=O)[O-])cc1Cl	-1.3
CCCCCCCCC1CC1C(=O)O (configuration not stated)	-1.38
O=C(c1c[nH]c2ccccc2c1=O)N1CCCCC1	-1.74
O=C(CC(c1ccc(Cl)c(Cl)c1)C1CCCCCC1=O)c1ccc(Cl)cc1 (configuration not stated)	-1.72
COc1ccc(C2C=COc3n[nH]c(-c4ccccc4)c32)cc1OC (configuration not stated)	2.04
O=[N+]([O-])c1ccc(C=Nc2ccc(N3CCOCC3)cc2)s1	-2.26
O=C1c2ccc3c4c(ccc(c24)C(=O)N1CCCCO)C(=O)N(CCCCO)C3=O	-8.35
COc1ccc(OC)c2c(C)cc(=O)[nH]c12	-1.94
c1ccc(N=C(Nc2ccccc2)N2CCOCC2)cc1	1.32
